Assay outcomes deposited in PubChem by several laboratories.
CHRM5 PAM = CHRM5 positive allosteric modulation | P08912 | activation, % at 3 µM | AID 624038 | CHO-K1 hM5, Fluo-8 calcium, ACh EC20 PAM; 0% = ACh EC20, 100% = ACh EC100 | 360,000 compounds, 0.3% hits;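 active = activation above the run cutoff, the mean activation of all test compounds plus 3 SD, cut at about 18% in these data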
Target sequence (P08912 whole entry, looked up): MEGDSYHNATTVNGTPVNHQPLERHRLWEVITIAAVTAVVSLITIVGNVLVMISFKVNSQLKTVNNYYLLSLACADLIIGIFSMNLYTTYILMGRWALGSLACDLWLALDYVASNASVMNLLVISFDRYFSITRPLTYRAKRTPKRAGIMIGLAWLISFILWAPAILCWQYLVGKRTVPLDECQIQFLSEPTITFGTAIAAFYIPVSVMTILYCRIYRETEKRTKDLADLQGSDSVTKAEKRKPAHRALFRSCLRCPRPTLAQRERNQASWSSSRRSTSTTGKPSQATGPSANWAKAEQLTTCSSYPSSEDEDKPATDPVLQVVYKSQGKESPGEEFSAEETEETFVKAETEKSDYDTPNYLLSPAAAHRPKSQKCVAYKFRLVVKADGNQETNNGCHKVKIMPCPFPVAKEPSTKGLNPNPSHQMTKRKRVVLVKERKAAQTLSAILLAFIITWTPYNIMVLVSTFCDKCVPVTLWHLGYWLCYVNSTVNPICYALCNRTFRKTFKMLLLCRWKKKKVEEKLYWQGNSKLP
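system = human M5 receptor in CHO-K1 cells | compound = one concentration, 3 µM final (nominal) | schedule = Post-acetylcholine fluorescence recording 140 s | signal = Fluo-8 calcium dye fluorescence, kinetic read | benchmarks = low control EC20 acetylcholine (0%), high control EC100 acetylcholine (100%) | repeats = singlicate, one well per test compound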
CHRM5 antagonist = CHRM5 antagonism in calcium assay; CHO-hM5 cells, Fluo-8 calcium fluorescence, ACh EC80; 360,000 compounds, 0.59% hits; AID 624040; inhibition, % at 3 µM;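 active = inhibition above a per-plate cutoff, the mean of that plate's test compounds plus 3 SD, cut at about 27% in these data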;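 note: 0% = acetylcholine EC80 with DMSO and 100% = DMSO without agonist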
M5 ag = CHRM5 agonism in calcium assay | P08912 | CHO-K1 hM5 cells, Fluo-8 calcium fluorescence; 0% DMSO wells, 100% maximal acetylcholine response | activation, % at 3 µM | 360,000 compounds, 0.19% hits;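 active = activation above the run's mean over test compounds plus 3 SD, cut at about 23% in these data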;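 note: signal is peak over basal fluorescence ratio across the kinetic read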
CRFBP-R2 agonist = CRF-BP/CRF-R2 complex agonism | HEK293 CRF-R2/CRF-BP, calcium dye fluorescence (FLIPR); percent of saturating CRF peptide response | activation, % at 13.2 µM | 350,000 compounds, 0.46% hits | AID 588473;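 active = activation of at least 50%, plus an integration ratio under a set limit after plate pattern correction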;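 note: plate controls were neutral control wells without compound for no effect and CRF at EC100 for full effect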
M1 PAM parental = nonselective activator or artifact in parental CHO-K1 calcium assay | ATP EC20, Fluo-8 calcium fluorescence; 0% at ATP EC20, 100% at ATP max | activation, % at 3 µM | 360,000 compounds, 0.02% hits | AID 602247;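 active = activation above the run cutoff, the mean activation of all test compounds plus 3 SD, cut at about 40% in these data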;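 note: peak over basal fluorescence ratio in a 140 s read after ATP addition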
M4 PAM = CHRM4 positive allosteric modulation; P08173; CHO-K1 hM4/Gqi5, Fluo-8 calcium fluorescence, ACh EC20; 0% = ACh EC20, 100% = maximal ACh; activation, % at 3 µM; 360,000 compounds, 0.4% hits; AID 624126;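 active = activation above its plate's cutoff, the mean activation of sample wells plus 3 SD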; note: some results filed as inactive read as strong as hits
Target sequence (P08173 whole entry, looked up): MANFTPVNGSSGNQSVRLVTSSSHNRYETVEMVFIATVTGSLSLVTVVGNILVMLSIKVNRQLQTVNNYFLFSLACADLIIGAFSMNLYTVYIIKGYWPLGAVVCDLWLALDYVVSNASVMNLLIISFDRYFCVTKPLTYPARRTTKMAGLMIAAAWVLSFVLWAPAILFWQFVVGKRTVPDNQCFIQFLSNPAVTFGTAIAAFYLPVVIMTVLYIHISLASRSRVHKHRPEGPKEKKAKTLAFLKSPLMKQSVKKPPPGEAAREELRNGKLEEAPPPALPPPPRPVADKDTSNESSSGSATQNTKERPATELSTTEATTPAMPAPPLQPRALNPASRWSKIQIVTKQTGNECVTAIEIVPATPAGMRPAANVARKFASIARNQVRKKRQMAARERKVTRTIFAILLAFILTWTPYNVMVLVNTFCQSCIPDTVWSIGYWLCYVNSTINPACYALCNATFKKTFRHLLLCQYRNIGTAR
TAAR1 agonist = agonists of human TAAR1; Q96RJ0; CHO RD-HGA16 TAAR1, Fluo-8 calcium fluorescence; vehicle wells 0%, saturating PEA agonist 100%; activation, % at 3 µM; 360,000 compounds, 0.99% hits;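 active = activation above the mean activation of all test compounds in the run plus 3 SD, cut at about 38% in these data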
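Benchmarks: low control DMSO, high control PEA (EC100); System: CHO RD-HGA16 cells carrying human TAAR1 plus Gα16; Detection: Fluo-8 fluorescence, 5 s baseline then 140 s kinetic read; Schedule: 17-24 h plating, Fluo-8 75 min 37 °C, 30 min RT; Read-out basis: % activation from peak over basal fluorescence ratio, DMSO-to-PEA scaled.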
CRFR2-BP antag = blocks CRF-induced signaling of the CRF-BP/CRF-R2 complex. HEK293 CRF-R2/CRF-BP, CRF-induced calcium fluorescence. 350,000 compounds, 0.59% hits. inhibition, % at 11.8 µM. AID 588475;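 active = inhibition of the ligand-induced calcium signal above about 50% at the single tested concentration, limit read from the data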
TAAR1 antag = antagonists of human TAAR1; Q96RJ0; CHO RD-HGA16 TAAR1, Fluo-8 calcium fluorescence, antagonist; inhibition, % at 3 µM; 360,000 compounds, 1.5% hits;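 active = inhibition above a per-plate cutoff, the mean inhibition of test compounds on that plate plus 3 SD, cut at about 49% in these data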;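 note: 0% = DMSO plus EC80 beta-PEA response and 100% = DMSO alone without agonist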
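Test system – hTAAR1-expressing CHO RD-HGA16 cells, Gα16-coupled · Also added – β-PEA at EC80 concentration, post-compound challenge · Compound – 3 µM, single point · Incubation – dye loading 75 min at 37 °C, then 30 min room temperature · Measured by – Fluo-8 intracellular calcium dye fluorescence, real-time kinetic reads · Benchmarks – vehicle and agonist controls · Replicates – singlicate, one well per test compound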
Starred values were filed as active, the others as inactive; nt = no result given.

The opening 3 compounds, to show the layout:
SMILES	CHRM5 PAM	CHRM5 antagonist	M5 ag	CRFBP-R2 agonist	M1 PAM parental	M4 PAM	TAAR1 agonist	CRFR2-BP antag	TAAR1 antag
CCn1cc([N+](=O)[O-])c(C(=O)Nc2nc(-c3ccc(C)c(C)c3)c(C)s2)n1	7	-6	2	0.5	14	3	nt	-1	nt
O=C(O)C(Cc1ccc(OS(=O)(=O)Cc2ccccc2)cc1)NS(=O)(=O)Cc1ccccc1 (centres undefined)	4	-2	1	1.9	-18	8	0	10	-12
COc1ccc(OCC(=O)N2CCN(S(=O)(=O)c3ccc(Cl)cc3)CC2)cc1	-6	6	0	0.3	1	-4	5	11	7

This part in full, repeating the preview:
SMILES	CHRM5 PAM	CHRM5 antagonist	M5 ag	CRFBP-R2 agonist	M1 PAM parental	M4 PAM	TAAR1 agonist	CRFR2-BP antag	TAAR1 antag
CCn1cc([N+](=O)[O-])c(C(=O)Nc2nc(-c3ccc(C)c(C)c3)c(C)s2)n1	7	-6	2	0.5	14	3	nt	-1	nt
O=C(O)C(Cc1ccc(OS(=O)(=O)Cc2ccccc2)cc1)NS(=O)(=O)Cc1ccccc1 (centres undefined)	4	-2	1	1.9	-18	8	0	10	-12
COc1ccc(OCC(=O)N2CCN(S(=O)(=O)c3ccc(Cl)cc3)CC2)cc1	-6	6	0	0.3	1	-4	5	11	7
CC1CCN(S(=O)(=O)c2nnc(NC(=O)c3ccccc3Br)s2)CC1	-5	1	4	3.1	10	6	2	30	-5
COCCn1c(C2CCCCC2)nc2sc3ccccc3c(=O)c2c1=O	4	-2	1	-0.1	2	-1	6	-10	5
O=C(NNS(=O)(=O)c1ccc(F)cc1)c1cccc(O)c1	-2	6	2	-3.6	-16	1	0	6	-5
CCS(=O)(=O)c1nc(S(=O)(=O)c2ccc(C)cc2)c(NCCCn2ccnc2)s1	0	2	-10	-2.0	11	1	7	11	-28
COc1ccc(-n2cnc3cc(NS(=O)(=O)c4ccc(C)cc4)ccc32)cc1	-10	9	-4	nt	15	-7	nt	nt	nt
Cn1c(=O)c2cc(S(=O)(=O)N3CCC(c4ccccc4)CC3)ccc2n(C)c1=O	1	4	-3	-0.8	22	8	6	18	-29
c1ccc(Nc2nc(-c3ccccc3)ns2)cc1	1	-8	-5	-0.1	7	-11	9	-6	17
CSC(C(=O)c1cc2ccccc2o1)c1ccccc1 (centres undefined)	4	-3	4	0.4	14	13	5	4	6
COC(=O)c1ccc(-c2ccco2)n1Cc1nc(-c2ccc(OC)c(OC)c2)oc1C	-9	-2	-4	-0.1	5	3	7	9	-29

Looked up by compound from the list above:
SMILES	CHRM5 PAM	CHRM5 antagonist	M5 ag	CRFBP-R2 agonist	M1 PAM parental	M4 PAM	TAAR1 agonist	CRFR2-BP antag	TAAR1 antag
O=C(NNS(=O)(=O)c1ccc(F)cc1)c1cccc(O)c1	-2	6	2	-3.6	-16	1	0	6	-5
Cn1c(=O)c2cc(S(=O)(=O)N3CCC(c4ccccc4)CC3)ccc2n(C)c1=O	1	4	-3	-0.8	22	8	6	18	-29

The list continues.
SMILES	CHRM5 PAM	CHRM5 antagonist	M5 ag	CRFBP-R2 agonist	M1 PAM parental	M4 PAM	TAAR1 agonist	CRFR2-BP antag	TAAR1 antag
CCOc1ccc(NC(=O)CCNC(=O)Cn2ccc3ccccc3c2=O)cc1	5	6	-2	0.4	10	2	nt	19	nt
O=C(c1ccc2c(Cl)c3c(nc2c1)CCCC3)N1CCC(N2CCCCC2)CC1	5	3	-6	-2.3	24	-5	-1	-7	-8
Cc1cc(NC(=O)C(C)SCC(=O)N(C)CC(=O)Nc2ccccc2Br)no1 (centres undefined)	-3	4	-6	-0.1	-3	5	0	-13	-17
CCCCN(C(=O)COC(=O)CSc1ccc([N+](=O)[O-])cc1)c1c(N)n(CCC)c(=O)[nH]c1=O	2	0	0	1.6	0	-1	0	5	-13
Cc1ccc(-c2noc(CN3CCN(c4ccccc4F)CC3)n2)cc1	3	0	-2	-0.5	25	4	-2	10	-29
CCCCn1nnnc1SCC(=O)N1CCOCC1	1	-10	-11	-0.8	9	1	-1	-1	5
CCc1ccccc1NC(=S)N(Cc1cccnc1)Cc1ccco1	-9	9	2	-0.6	-10	9	1	25	7
Cc1ccc(N(CC(=O)O)C2SC(=O)NC2=O)cc1 (centres undefined)	2	0	0	4.1	0	0	0	25	0
CN(CC(=O)Nc1ccc(F)cc1)C(=O)Cn1cnc2ccc([N+](=O)[O-])cc2c1=O	-3	8	4	-0.9	-5	-4	2	11	-14
COc1ccc([C@H]2CC(=O)C[C@@H](CCn3cc(Cc4ccccc4)nn3)O2)cc1	5	1	4	nt	8	1	2	nt	-7
COC(=O)Cn1c(=O)c2c(n(Cc3ccccc3)c1=O)N/C(=C/c1ccc(OC)cc1)C2=O	-1	5	0	2.5	-13	0	4	-8	-21
Cc1cc(=S)[nH]c(=S)[nH]1	8	0	3	-0.3	7	16	7	7	-13

Whole records from above. Order of screens: CHRM5 PAM, CHRM5 antagonist, M5 ag, CRFBP-R2 agonist, M1 PAM parental, M4 PAM, TAAR1 agonist, CRFR2-BP antag, TAAR1 antag
Profile of CCCCn1nnnc1SCC(=O)N1CCOCC1 → 1, -10, -11, -0.8, 9, 1, -1, -1, 5
Profile of CCCCN(C(=O)COC(=O)CSc1ccc([N+](=O)[O-])cc1)c1c(N)n(CCC)c(=O)[nH]c1=O → 2, 0, 0, 1.6, 0, -1, 0, 5, -13

Other records follow:
SMILES	CHRM5 PAM	CHRM5 antagonist	M5 ag	CRFBP-R2 agonist	M1 PAM parental	M4 PAM	TAAR1 agonist	CRFR2-BP antag	TAAR1 antag
CCN(CC(=O)Nc1ccccc1OC)C(=O)CC1CCCC1	-2	2	0	-1.5	-2	3	0	2	-14
Cc1ccc(-c2c[n+]3c(n2-c2ccccc2)SCC3)cc1	4	3	-14	-0.5	13	-37	2	13	-38
O=C(COC(=O)CCC(=O)c1ccc(F)cc1)NC1CCCCC1	-5	12	6	0.4	7	3	6	4	-19
CCc1nc2ccc(C(=O)NCCCN3CCCC3=O)cn2c1N(C)C(=O)COc1ccccc1	1	-8	0	nt	-10	2	3	nt	5
Cc1nnc(SCc2ccccc2)n1CC1CCCO1 (centres undefined)	-2	1	-3	0.1	14	1	6	4	7
Nc1nnc(SCC(=O)c2cccc([N+](=O)[O-])c2)s1	7	2	0	-2.6	18	11	2	-8	-1
CCN(CC)CCNC(=O)C(=O)NCC1OCCN1S(=O)(=O)c1ccc([N+](=O)[O-])cc1 (centres undefined)	-1	0	-6	-2.4	5	-1	1	32	-1
COc1ccccc1C1/C(=C(/O)c2ccc(C)cc2)C(=O)C(=O)N1Cc1ccco1 (centres undefined)	4	-8	-5	-0.2	9	8	-2	3	11
O=C(CN1CCC(NC(=O)C2CCCCC2)CC1)Nc1cccc(F)c1	1	0	1	0.5	-14	-4	-3	4	-20
CCOC(=O)c1[nH]nc(N)c1NC(=O)c1ccc(Cl)cc1Cl	11	-9	0	-1.2	-3	6	-1	7	9
COc1ccc(-c2cc3c(nn2)-c2ccccc2C3=O)cc1	-1	2	-1	2.0	16	0	4	2	5
CCc1ccc(-c2cc(C)no2)cc1S(=O)(=O)NCCc1ccccc1	-9	19	-6	3.0	9	-4	36	-1	21

An excerpt from above in order of the M5 ag value, falling.
Compound	M5 ag
O=C(COC(=O)CCC(=O)c1ccc(F)cc1)NC1CCCCC1	6
COc1ccccc1C1/C(=C(/O)c2ccc(C)cc2)C(=O)C(=O)N1Cc1ccco1 (centres undefined)	-5
CCN(CC)CCNC(=O)C(=O)NCC1OCCN1S(=O)(=O)c1ccc([N+](=O)[O-])cc1 (centres undefined)	-6

Next part
SMILES	CHRM5 PAM	CHRM5 antagonist	M5 ag	CRFBP-R2 agonist	M1 PAM parental	M4 PAM	TAAR1 agonist	CRFR2-BP antag	TAAR1 antag
Cn1cccc1Cc1nnc(SCC(N)=O)n1CCc1ccccc1	-4	0	0	7.0	13	5	2	-3	-13
CCN(Cc1nc(-c2ccccc2)no1)C(=O)c1ccco1	0	8	-3	0.6	8	-3	3	8	-9
Cc1ccc2nc3c(nc2c1C)CCCC3	4	-2	-3	-1.1	7	1	-1	13	-23
COc1ccc(CN2CN(S(=O)(=O)c3cccs3)c3nc4ccccc4nc32)cc1	18	-8	3	4.6	13	10	4	9	-27
CC(C(=O)Nc1ccc(Cl)cc1)N(C)Cc1cccs1 (centres undefined)	-4	3	-4	-1.7	17	6	7	2	14
N#CC1(c2ccccc2)CCC(=O)N1Cc1ccccc1 (centres undefined)	5	-3	-1	2.4	-4	0	2	-4	23
O=C(CCS(=O)(=O)c1ccc(Br)cc1)N1CCN(c2ccccc2Cl)CC1	-2	-3	1	-3.3	12	1	5	-7	12
Cc1ccc(OCc2nnc(SC(C)C(=O)O)n2Cc2ccccc2)cc1 (centres undefined)	-1	-7	-4	-1.6	12	-2	8	-6	13
N#CCc1nn(-c2ccccc2)c2ncnc(N)c12	4	-1	-1	-3.0	-13	-6	1	-9	-30
CCOC(=O)c1sc2ncnc(NCC(c3cccs3)N(C)C)c2c1C (centres undefined)	-3	7	0	-0.7	5	-16	6	5	0
CCNc1nc(C)nc2c1oc1ccccc12	-4	3	-1	1.1	13	-2	4	34	20
Cc1sc(C(=O)Nc2ccc3ccccc3c2)cc1CC(=O)O	-6	1	-3	-0.5	8	-5	4	3	8
Cc1ccc(NC(=S)N(CCN(C)C)Cc2cccs2)c(C)c1	1	13	-8	-2.1	10	2	1	2	-8
O=C(CNS(=O)(=O)c1ccc(Cl)cc1)NC1CCCCC1	7	-4	1	-1.1	8	0	8	9	1
CN(C)S(=O)(=O)c1cc(NC(=O)c2cc(=O)c3ccccc3o2)ccc1Cl	-2	15	3	-0.8	10	-3	44*	-9	47
C=CCNC(=O)/C(C#N)=C/c1c(N2CCN(c3cccc(Cl)c3)CC2)nc2c(C)cccn2c1=O	2	5	-6	2.8	1	-5	-1	0	-3
CSc1cccc(NC(=O)N2CCc3ccc(NC(=O)c4ccccn4)cc3C2)c1	-10	-12	0	-0.9	-9	-9	5	-5	62*
C[C@@H]1CN([C@@H](C)CO)S(=O)(=O)c2ccc(Br)cc2O[C@H]1CN(C)C(=O)Nc1ccc(C(F)(F)F)cc1	-1	0	4	0.0	22	-6	14	-23	45
Cc1ccc(-n2nc(-c3ccc(OC(F)(F)F)cc3)cc2N)cc1C	0	10	0	-0.8	8	1	-1	-8	-15
COc1ccc(OC)c(-c2nnc3n2N=C(c2ccc(OC)c(OCC4CC4)c2)CS3)c1	-14	-3	-12	-0.4	-17	-9	nt	59*	nt
O=C(COc1ccc(Cl)cc1Cl)N/N=C/c1ccc[nH]1	-4	14	-2	-0.3	0	1	0	17	-12

Hits appear at their usual frequency; overall some 4.2% were active at least once.
